# mut p53 react: mutant p53 pathway re-activators, primary screen, cell-based, SW480, luciferase, single point, HTS. activation, % at 9.98 µM. 28,000 tested, 1.5% active. SW480 PUMA-promoter luciferase, p53 mutant reactivation. AID 624151, 2012; in the data active = activation above about 52%; inconclusive = no clear call, values can overlap the other calls
# STK33 kin inh: STK33 kinase inhibitors, primary screen, biochemical, luminescence, ADP-Glo, MBP substrate | inhibition, % at 12.5 µM | Serine/threonine-protein kinase 33 (Homo sapiens), Q9BYT3 | AID 2322, 2010 | 27,000 tested, 0.44% active; in the data active = inhibition above about 20%; inconclusive = no clear call, values can overlap the other calls
# Target sequence (Q9BYT3 whole entry, looked up): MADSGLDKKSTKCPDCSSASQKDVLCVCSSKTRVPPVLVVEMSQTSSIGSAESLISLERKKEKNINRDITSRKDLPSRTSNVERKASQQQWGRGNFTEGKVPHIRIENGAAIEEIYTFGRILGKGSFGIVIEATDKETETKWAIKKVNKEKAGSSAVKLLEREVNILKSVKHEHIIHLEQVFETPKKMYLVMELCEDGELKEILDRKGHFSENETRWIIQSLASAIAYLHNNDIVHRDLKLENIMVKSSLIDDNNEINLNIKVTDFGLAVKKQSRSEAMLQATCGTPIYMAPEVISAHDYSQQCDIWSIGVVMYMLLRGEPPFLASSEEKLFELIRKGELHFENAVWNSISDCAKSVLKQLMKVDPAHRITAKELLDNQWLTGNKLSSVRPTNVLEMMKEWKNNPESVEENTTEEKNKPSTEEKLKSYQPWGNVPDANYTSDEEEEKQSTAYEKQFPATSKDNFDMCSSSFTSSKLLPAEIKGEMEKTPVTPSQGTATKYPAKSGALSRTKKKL
# * = called active by the depositor; ? = inconclusive; nt = no result given. These rows are one share of the data (hit frequency here may not be typical).
SMILES,mut p53 react,STK33 kin inh
C/C(=C\CC[C@@H](C)[C@H]1CC(O)[C@@]2(C)C3CC[C@H]4C(C)(C)[C@@H](O[C@@H]5OC(CO)C(O)C(O)C5OC5OC(CO)C(O)C(O)C5O)CC[C@@]45C[C@@]35CC(O)[C@]12C)C(=O)O (some centres not stated),-21.0,1.2
COc1ccc(CN(C)C[C@@H]2Oc3ccc(NC(=O)CCC(F)(F)F)cc3CC(=O)N([C@H](C)CO)C[C@H]2C)cc1,nt,0.3
CC(C)NC(=O)N(C)C[C@@H]1Oc2ccc(NS(=O)(=O)c3ccc(Cl)cc3)cc2C(=O)N([C@@H](C)CO)C[C@@H]1C,nt,-0.4
Cc1ccc(F)c(NC(=O)CSc2nnc(-c3ccccc3)n2C)c1,7.5,-1.6
CCc1ccc(-n2nc3cc(C)c(NC(=O)COc4ccccc4[N+](=O)[O-])cc3n2)cc1,14.9,-0.1
Cc1ccc(C(=O)CSc2nc3ccccc3o2)cc1[N+](=O)[O-],-15.9,-3.6
C[C@H]1CN([C@@H](C)CO)C(=O)Cc2cc(NS(=O)(=O)c3ccc(F)cc3)ccc2O[C@H]1CN(C)Cc1ccc(C(=O)O)cc1,nt,-0.1
Cc1cc(C)nc(SCC(O)COc2ccccc2)n1 (configuration not stated),?,2.1
CCOc1ccc(C(=O)CC(N)C(=O)O)cc1 (configuration not stated),nt,-1.3
Cc1noc(C)c1S(=O)(=O)Nc1ccc2c(c1)CC(=O)N([C@@H](C)CO)C[C@H](C)[C@@H](CN(C)Cc1ccc(Oc3ccccc3)cc1)O2,-2.1,6.2
C[C@@H]1CN([C@H](C)CO)C(=O)Cc2cc(NC(=O)Nc3ccc(F)cc3)ccc2O[C@@H]1CN(C)Cc1ccc(C(=O)O)cc1,1.9,1.0
c1ccc2c(c1)N1CCCCCC1N2Cc1ccncc1 (configuration not stated),44.3,nt
C[C@@H]1CN([C@H](C)CO)C(=O)c2cccc(NS(=O)(=O)c3ccc(F)cc3)c2O[C@H]1CN(C)Cc1ccc(C(F)(F)F)cc1,8.7,nt
CS(=O)(=O)N(CC(=O)Nc1c(F)cccc1F)Cc1ccccc1,8.1,-1.5
C[C@@H]1CCCCO[C@@H](CN(C)C(=O)CCCN(C)C)[C@@H](C)CN([C@@H](C)CO)C(=O)c2cc(NC(=O)CCCN(C)C)ccc2O1,4.8,nt
CCc1nn(CCCN2CCN(c3cccc(Cl)c3)CC2)c(=O)n1CCOc1ccccc1,1.4,nt
Cc1sc2ncnc(SCC(=O)NC3CCCCC3)c2c1C,13.7,1.8
CCC(=O)Nc1ccc(Cl)c(NC(=O)COc2cc(C)cc(C)c2)c1,5.8,-2.1
Cc1ccc(S(=O)(=O)Nc2ccc3c(c2)C(=O)N([C@H](C)CO)C[C@H](C)[C@@H](CN(C)C(=O)Cc2ccccc2)OCCCC[C@@H](C)O3)cc1,nt,0.9
C[C@H](CO)N1C[C@H](C)[C@H](CN(C)C(=O)Nc2ccc3c(c2)OCO3)Oc2ccc(NC(=O)CCC(F)(F)F)cc2CC1=O,nt,-2.2
C[C@@H]1CN([C@H](C)CO)C(=O)c2cc(C#Cc3ccccn3)cnc2O[C@H]1CN(C)Cc1cccnc1,0.0,nt
CCOC(=O)C1CCN(S(=O)(=O)Cc2ccccc2)C1=O (configuration not stated),nt,1.2
Cc1ccc(Oc2ncccc2NS(=O)(=O)c2ccc(-c3ccccn3)s2)c2c1CCC2,-9.3,nt
COc1ccc(NC(=O)Nc2ccc3c(c2)C(=O)N([C@H](C)CO)C[C@@H](C)[C@H](CN(C)C(=O)Nc2ccc(OC)cc2)O3)cc1,nt,-1.6
Cc1sc2ncn(CC(=O)Nc3ccc(Oc4ccccc4)cc3)c(=O)c2c1C,-0.2,3.3
# The list continues:
SMILES,mut p53 react,STK33 kin inh
CC(C)CC#Cc1cnc2c(c1)C(=O)N([C@H](C)CO)C[C@@H](C)[C@H](CN(C)Cc1ccccc1C(=O)O)O2,6.0,nt
C[C@H](CO)N1C[C@H](C)[C@@H](CN(C)C(=O)c2ccncc2)Oc2ncc(-c3ccc(F)cc3)cc2C1=O,-0.3,nt
C[C@H](O)C#Cc1ccc2c(c1)O[C@H](CN(C)Cc1ccccn1)[C@H](C)CN([C@H](C)CO)S2(=O)=O,-8.3,nt
COc1ccc(NC(=O)Cc2coc3c(C)c(C)ccc23)c(OC)c1,12.0,-0.1
Cc1ccc(S(=O)(=O)N(C)C[C@@H]2Oc3ccc(NC(=O)Nc4ccccc4)cc3C(=O)N([C@H](C)CO)C[C@H]2C)cc1,nt,-7.4
CCCCCCCCC(=O)NCc1cc(OC)c(O)cc1I,-2.5,nt
COc1ccc2cc(C(=O)NCc3ccco3)c(=O)oc2c1,74.3*,-1.2
CC(C)NC(=O)Nc1ccc2c(c1)C(=O)N([C@H](C)CO)C[C@@H](C)[C@H](CN(C)C(=O)C1CCCCC1)OCCCC[C@@H](C)O2,-13.4,nt
COc1ccccc1NC(=O)CSc1ncc(-c2ccccc2)nn1,36.5,1.8
Cc1cccc(N(CC(=O)Nc2ccc(F)cc2)S(C)(=O)=O)c1C,4.5,0.2
C[C@@H]1CCCCO[C@H](CN(C)S(C)(=O)=O)[C@@H](C)CN([C@H](C)CO)C(=O)c2cc(NC(=O)c3ccncc3)ccc2O1,nt,1.1
CC(C)NC(=O)Nc1ccc2c(c1)C(=O)N([C@H](C)CO)C[C@H](C)[C@@H](CN(C)Cc1ccc3c(c1)OCO3)OCCCC[C@@H](C)O2,nt,-0.1
COc1ccc(OC)c(NC(=O)COc2ccc3c(=O)c(-c4ccc(OC)c(OC)c4)c(C(F)(F)F)oc3c2)c1,-42.3,-1.7
COc1ccc(NC(=O)N(C)C[C@@H]2OCc3cn(nn3)CCCC(=O)N([C@H](C)CO)C[C@@H]2C)c(OC)c1,nt,4.6
C[C@H]1CN([C@@H](C)CO)C(=O)c2cccc(NC(=O)c3cnccn3)c2O[C@@H]1CN(C)C(=O)Nc1ccc(F)cc1,15.1,nt
C[C@@H]1CCCCO[C@@H](CN(C)S(=O)(=O)c2ccccc2)[C@@H](C)CN([C@H](C)CO)C(=O)c2cc(NC(=O)Nc3ccc(F)cc3)ccc2O1,nt,0.2
COc1ccc(NC(=O)N(C)C[C@H]2OCc3cnnn3CCCC(=O)N([C@H](C)CO)C[C@H]2C)c(OC)c1,nt,-3.6
C[C@H](CO)N1C[C@H](C)[C@H](CN(C)Cc2ccc(-c3ccccc3)cc2)Oc2ccc(NS(=O)(=O)c3cccs3)cc2CC1=O,nt,0.6
C[C@@H]1CCCCO[C@H](CN(C)Cc2ccncc2)[C@@H](C)CN([C@@H](C)CO)C(=O)c2cc(NS(=O)(=O)c3ccccc3)ccc2O1,-5.2,nt
CCc1c(O)nc(SCC(=O)Nc2ccc(OC)cc2)n(-c2ccccc2)c1=O,-0.9,-2.4
CCN(CC)CCNC(=O)c1cc(Br)c(N)cc1OC,nt,-10.4
CC(NS(=O)(=O)c1ccc(Cl)cc1)C(=O)Nc1cccc2ccccc12 (configuration not stated),-23.8,1.2
C=C(C(=O)O)[C@@H]1CC[C@@]2(C)CC[C@@H](O)C(=C)C2C1 (some centres not stated),28.6,0.6
C[C@@H]1CN([C@@H](C)CO)S(=O)(=O)c2ccc(-c3cccnc3)cc2O[C@H]1CN(C)C(=O)c1cccc(F)c1,13.2,nt
COc1ccc(CN(C)C[C@@H]2Oc3ccc(NS(C)(=O)=O)cc3CC(=O)N([C@@H](C)CO)C[C@@H]2C)cc1,nt,-1.5

# 14 entries from above, reformatted.
structure | mut p53 react | STK33 kin inh
C/C(=C\CC[C@@H](C)[C@H]1CC(O)[C@@]2(C)C3CC[C@H]4C(C)(C)[C@@H](O[C@@H]5OC(CO)C(O)C(O)C5OC5OC(CO)C(O)C(O)C5O)CC[C@@]45C[C@@]35CC(O)[C@]12C)C(=O)O (some centres not stated) | -21.0 | 1.2
COc1ccc(CN(C)C[C@@H]2Oc3ccc(NC(=O)CCC(F)(F)F)cc3CC(=O)N([C@H](C)CO)C[C@H]2C)cc1 | nt | 0.3
CC(C)NC(=O)N(C)C[C@@H]1Oc2ccc(NS(=O)(=O)c3ccc(Cl)cc3)cc2C(=O)N([C@@H](C)CO)C[C@@H]1C | nt | -0.4
Cc1ccc(F)c(NC(=O)CSc2nnc(-c3ccccc3)n2C)c1 | 7.5 | -1.6
CCc1ccc(-n2nc3cc(C)c(NC(=O)COc4ccccc4[N+](=O)[O-])cc3n2)cc1 | 14.9 | -0.1
Cc1ccc(C(=O)CSc2nc3ccccc3o2)cc1[N+](=O)[O-] | -15.9 | -3.6
C[C@H]1CN([C@@H](C)CO)C(=O)Cc2cc(NS(=O)(=O)c3ccc(F)cc3)ccc2O[C@H]1CN(C)Cc1ccc(C(=O)O)cc1 | nt | -0.1
Cc1cc(C)nc(SCC(O)COc2ccccc2)n1 (configuration not stated) | ? | 2.1
CCOc1ccc(C(=O)CC(N)C(=O)O)cc1 (configuration not stated) | nt | -1.3
Cc1noc(C)c1S(=O)(=O)Nc1ccc2c(c1)CC(=O)N([C@@H](C)CO)C[C@H](C)[C@@H](CN(C)Cc1ccc(Oc3ccccc3)cc1)O2 | -2.1 | 6.2
C[C@@H]1CN([C@H](C)CO)C(=O)Cc2cc(NC(=O)Nc3ccc(F)cc3)ccc2O[C@@H]1CN(C)Cc1ccc(C(=O)O)cc1 | 1.9 | 1.0
c1ccc2c(c1)N1CCCCCC1N2Cc1ccncc1 (configuration not stated) | 44.3 | nt
C[C@@H]1CN([C@H](C)CO)C(=O)c2cccc(NS(=O)(=O)c3ccc(F)cc3)c2O[C@H]1CN(C)Cc1ccc(C(F)(F)F)cc1 | 8.7 | nt
CS(=O)(=O)N(CC(=O)Nc1c(F)cccc1F)Cc1ccccc1 | 8.1 | -1.5

# Continuation.
SMILES,mut p53 react,STK33 kin inh
C[C@H]1CN([C@@H](C)CO)C(=O)c2cc(NC(=O)CCN3CCOCC3)ccc2O[C@H]1CN(C)Cc1ccc2c(c1)OCO2,nt,-1.1
CCc1cc(=O)oc2cc(C)cc(OCC(=O)C(C)(C)C)c12,-3.4,nt
C[C@H](CO)N1C[C@H](C)[C@@H](CN(C)Cc2ccc3c(c2)OCO3)Oc2c(NC(=O)Nc3ccccc3)cccc2C1=O,nt,-0.6
C[C@@H]1CN([C@H](C)CO)C(=O)c2cc(NS(=O)(=O)c3cn(C)cn3)ccc2O[C@H]1CN(C)S(C)(=O)=O,nt,2.4
CNC[C@@H]1Oc2ccc(NS(=O)(=O)c3ccc(OC)cc3)cc2CC(=O)N([C@@H](C)CO)C[C@@H]1C,nt,3.3
COc1ccc(NC(=O)Nc2ccc3c(c2)CC(=O)N([C@H](C)CO)C[C@@H](C)[C@H](CN(C)Cc2ccncc2)O3)cc1,nt,-3.6
C[C@@H]1CCCCO[C@@H](CN(C)Cc2ccncc2)[C@@H](C)CN([C@H](C)CO)C(=O)c2cc(NC(=O)c3ccncc3)ccc2O1,0.6,-4.1
C/C=C/c1ccc2c(c1)O[C@@H](CN(C)C(=O)c1ccccc1)[C@@H](C)CN([C@@H](C)CO)S2(=O)=O,-6.7,nt
C[C@@H]1CN([C@@H](C)CO)C(=O)c2cc(N(C)C)ccc2O[C@@H](C)CCCCO[C@@H]1CN(C)C(=O)C1CCCCC1,4.9,nt
C[C@@H]1CN([C@H](C)CO)C(=O)c2cc(NC(=O)Nc3ccccc3)ccc2O[C@@H]1CN(C)C(=O)Nc1ccc(C(F)(F)F)cc1,-17.5,nt
C[C@H]1CN([C@@H](C)CO)C(=O)c2cccc(NC(=O)c3ccncc3)c2O[C@H]1CN(C)Cc1ccc(Cl)c(Cl)c1,9.8,nt
COC(=O)c1ccccc1NC(=O)Cn1cnc([N+](=O)[O-])c1,-9.7,-4.2
Cc1ccc(S(=O)(=O)N(C)C[C@@H]2Oc3ccc(NC(=O)NC(C)C)cc3C(=O)N([C@@H](C)CO)C[C@H]2C)cc1,nt,1.4
C[C@H]1CN([C@@H](C)CO)C(=O)CCCn2cc(nn2)CO[C@H]1CN(C)Cc1ccc(C(=O)O)cc1,nt,-3.8
COc1cc(O)c2c(=O)cc(-c3ccc(O)cc3)oc2c1,nt,7.0
COc1ccc(NC(=O)Nc2ccc3c(c2)C(=O)N([C@H](C)CO)C[C@H](C)[C@H](CN(C)S(=O)(=O)c2ccc(C)cc2)O3)cc1,nt,-0.6
COc1ccc(NC(=O)Nc2ccc3c(c2)C(=O)N([C@H](C)CO)C[C@H](C)[C@@H](CN(C)Cc2ccc(C(F)(F)F)cc2)OCCCC[C@@H](C)O3)cc1,nt,1.5
COc1ccc(S(=O)(=O)N(C)C[C@H]2Oc3ccc(NC(=O)CCN4CCOCC4)cc3C(=O)N([C@H](C)CO)C[C@@H]2C)cc1,-3.5,nt
